DT40 TDP1 no CPT: qHTS for Inhibitors of human tyrosyl-DNA phosphodiesterase 1 (TDP1): qHTS in cells in absence of CPT; 15% of 420,000 active; AID 686978, 2013; DT40 Tdp1-/- hTDP1 cells, no CPT, ATP luminescence, 48 h; Potency, µM (titrated, usually from 46.2 µM), without a hit: at the highest dose activity change, negative = growth inhibition, actives largely listed as inhibitors; also: nearly all actives have a fitted effect of over 55% in size
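Stably hTDP1-transfected Tdp1-null chicken DT40 cells were treated with library compounds minus camptothecin and grown for at least 48 hr at 37 °C, after which cellular ATP was quantified by luminescence.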
GCN5L2 inh: blocks human GCN5L2 histone acetyltransferase | Q92830 | GCN5L2 HAT assay, ThioGlo1 CoA-SH fluorescence | Potency, µM (doses to about 58.9 µM), inactives show top-dose activity change, negative = inhibition, most hits filed as inhibitors | 0.21% of 390,000 active
Target sequence (Q92830 whole entry, looked up): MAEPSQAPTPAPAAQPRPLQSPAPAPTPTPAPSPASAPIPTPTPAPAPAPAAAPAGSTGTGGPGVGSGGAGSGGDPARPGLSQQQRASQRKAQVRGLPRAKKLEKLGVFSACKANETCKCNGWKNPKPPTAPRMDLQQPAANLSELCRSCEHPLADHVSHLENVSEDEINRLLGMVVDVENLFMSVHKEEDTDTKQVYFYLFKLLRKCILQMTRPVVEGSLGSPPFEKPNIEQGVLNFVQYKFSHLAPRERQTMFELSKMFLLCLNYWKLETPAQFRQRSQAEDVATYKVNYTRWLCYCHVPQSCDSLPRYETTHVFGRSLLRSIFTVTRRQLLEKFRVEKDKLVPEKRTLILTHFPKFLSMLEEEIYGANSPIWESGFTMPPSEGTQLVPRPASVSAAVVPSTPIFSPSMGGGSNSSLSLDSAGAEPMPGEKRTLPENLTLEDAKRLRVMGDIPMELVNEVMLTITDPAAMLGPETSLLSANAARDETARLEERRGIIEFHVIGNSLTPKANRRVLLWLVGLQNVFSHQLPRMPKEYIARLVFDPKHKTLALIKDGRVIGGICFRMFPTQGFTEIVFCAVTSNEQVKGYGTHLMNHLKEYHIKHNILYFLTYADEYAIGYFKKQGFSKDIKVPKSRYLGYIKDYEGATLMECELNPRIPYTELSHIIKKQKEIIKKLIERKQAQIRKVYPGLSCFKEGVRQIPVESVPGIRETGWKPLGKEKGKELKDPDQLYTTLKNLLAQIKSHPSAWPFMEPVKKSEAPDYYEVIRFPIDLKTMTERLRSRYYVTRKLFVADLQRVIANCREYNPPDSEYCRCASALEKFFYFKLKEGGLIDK
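Enzyme at 20nM final was mixed with library compounds for 15 min at room temperature. Peptide H3(1-25) at 75uM, acetyl-CoA at 70uM and ThioGlo1 at 50uM were then added. Plates were read immediately and after 20 min (Ex340nm/Em540nm).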
DT40 TDP1 CPT: DT40-hTDP1 cell growth loss with CPT; chicken DT40 Tdp1-/-;hTDP1 cells + 20 nM CPT, ATP luminescence, 48 h; Potency, µM (highest dose often 46.2 µM), for the others: at the top dose activity change, negative = growth inhibition, usual class: inhibitors; 12% of 420,000 active; AID 686979; also: nearly all actives have a fitted effect of over 55% in size
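Chicken DT40 Tdp1-/- cells stably complemented with human TDP1 were seeded at 400 cells/well in medium containing 20 nM camptothecin, exposed to pin-transferred compounds, and grown at 37 °C for at least 48 hr. Viability was read as ATP luminescence.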
Starred values were filed as active, the others as inactive; ? = inconclusive; nt = not tested or not shown; & = joins results of further samples. Calls follow the shape of the dose curve; as a rule, active = well fitted curve in the direction sought with a large enough effect; inconclusive = small, poorly fitted or top-dose-only effect, or another doubt; inactive = no such curve, though single readings can be large; an effect the other way counts as inactive or inconclusive. % is scaled to controls: 0 for no effect and ±100 for the full control effect; potency is read from the fitted curve at half-maximal effect.

mol,DT40 TDP1 no CPT,GCN5L2 inh,DT40 TDP1 CPT
CCC1SC(CC)C(=O)N(CC(=O)NC2CCCCC2)C1=O (stereo not given),-13%,-4%,8%
CC(=O)N(c1ccccc1)C(C)c1nc(C#N)c(C#N)nc1C (stereo not given),?,-12%,?
O=C(O)CCCC(=O)Nc1ccccc1C(=O)O,4%,3%,0%
COc1ccc(C2=NCC(CSc3nnnn3C)S2)cc1 (stereo not given),-15%,-1%,?
C=CCn1c(SCC(=O)Nc2ccc3c(c2)OCCO3)nnc1-c1ccccn1,-25%,-4%,-27%
CCCCN1c2cc(C)c(O)cc2C(C(=O)OCC)C1C (stereo not given),-13%,-3%,-21%
O=c1ccc(S(=O)(=O)N2CCCC2)cn1Cc1nc(-c2ccc(F)cc2)no1,?,-3%,?
O=C(CNS(=O)(=O)c1ccc(Br)s1)N1CCCC1,-12%,-1%,-1%
Cc1ccc(C2Nc3ccccc3NC3=C2C(=O)CC(C)(C)C3)c(O)c1 (stereo not given),-29%,-6%,-29%
Cc1ccc(NC(=O)CCC(=O)OCCCC(F)(F)C(F)(F)F)cc1,-8%,0%,-1%
Nn1c(Cc2ccc(Br)cc2)n[nH]c1=S,-29%,-1%,-15%
C=CCn1c(CCNC(=O)c2ccccc2F)nnc1SCc1nc2ccccc2c(=O)[nH]1,-8%,-13%,-21%
CCCC(=O)N(Cc1cc(=O)[nH]c2ccccc12)c1ccccc1OC,-20%,1%,-6%
O=C(COc1cc(F)ccc1[N+](=O)[O-])Nc1ccc(N2CCCCC2)cc1,?,2%,?
O=C(Cn1cc(S(=O)(=O)Cc2cccc([N+](=O)[O-])c2)c2ccccc21)N1CCOCC1,-8%,-18%,4%
Cc1cc(C)c(S(=O)(=O)Nc2ccc3c(c2)CCC3)c(C)c1,18µM*,0%,?
O=S(=O)(NC1CC2CCC1C2)c1ccc2c(c1)OCCO2 (stereo not given),-12%,-1%,-8%
CC(C)CNC(=O)CSc1nnc2ccccn12,-7%,-4%,-18%
Cc1cc(Br)ccc1NC(=O)CN(C)C(=O)COc1cccc2c1OC(C)(C)C2,-21%,0%,-18%
O=C(O)CC/C(=N/NC(=O)c1cn(-c2ccccc2)nc1-c1ccccc1)C(=O)O,?,-1%,?

mol,DT40 TDP1 no CPT,GCN5L2 inh,DT40 TDP1 CPT
CC(=O)NCCNC(=O)CCCc1nnc2n(CC(C)C)c(=O)c3sccc3n12,-22%,-6%,-3%
CCOC(=O)CC1=NN(c2ccccc2)C(=O)/C1=C\c1ccc(OC)cc1OC,-13%,-6%,28%
O=C(NCc1cccs1)c1cc(-c2ccc(O)cc2)on1,?,-16%,-24%
CCCSc1nnc(Cn2c(=O)sc3ccccc32)n1C,0%,-1%,-14%
CS(=O)(=O)N1CCN(C(=O)Cc2ccccc2)CC1,-5%,1%,-5%
O=C1C2CC=CCC2C(=O)N1n1cnnc1 (stereo not given),9%,-3%,2%
COc1cccc(CN2CCC(C(=O)Nc3ccc(-c4cccc(C)c4)cc3)CC2)c1O,16µM*,-13%,16µM*
COc1cc(/C=C2\S/C(=N/S(=O)(=O)c3ccccc3)NC2=O)c([N+](=O)[O-])cc1OC,19%,-12%,-11%
COc1cc(-c2nc3sccn3c2Nc2cccc(C)c2)ccc1O,16µM*,-7%,?
NS(=O)(=O)c1ccc(CCNC(=O)CNCCc2ccccc2)cc1,-22%,5%,-10%
O=C(O)c1cc(NC(=O)C2CCCO2)cc(NC(=O)C2CCCO2)c1 (stereo not given),-9%,-9%,-16%
O=C(Nc1ccccc1C(=O)O)c1cccc(NC(=O)c2ccccc2Cl)c1,?,?,-22%
O=C1c2ccccc2C(=O)N1C1C(=O)N2CCSC12C(=O)OCc1ccccc1 (stereo not given),-11%,nt,-12%
CCC(CO)NCC(O)COCc1ccc2c(c1)OCO2 (stereo not given),?,0%,1%
O=C(CC1(CC2=NS(=O)(=O)c3ccccc3N2)CCCC1)NCCc1ccccc1,?,-4%,15µM*
COc1ccccc1OCCNC(=O)CCC(=O)N1CCOCC1,1%,-4%,1%
COc1ccc(S(=O)(=O)N2CCCCC2)cc1C(=O)NC1CCS(=O)(=O)C1 (stereo not given),-6%&1%,3%,4%&8%
Cn1c(SCC(=O)Nc2nc(C(C)(C)C)cs2)nnc1C1CC1,-17%,-14%,-22%
CC(C)(C)[C@@H]1COC(=O)[C@@H](Cc2ccc(F)cc2)C/C=C\C[C@H](CC(=O)N(CCO)Cc2ccccc2)C(=O)N1,?,-4%,23µM*
O=C(C1=C[C@H](C2CC2)C[C@H](OCCCCO)O1)N1CCN(Cc2ccccc2)CC1,-23%,-6%,?

3 compounds out of the list, arranged by count of non-hydrogen atoms, rising.
mol,DT40 TDP1 no CPT,GCN5L2 inh,DT40 TDP1 CPT
CCC(CO)NCC(O)COCc1ccc2c(c1)OCO2 (stereo not given),?,0%,1%
CCOC(=O)CC1=NN(c2ccccc2)C(=O)/C1=C\c1ccc(OC)cc1OC,-13%,-6%,28%
O=C(CC1(CC2=NS(=O)(=O)c3ccccc3N2)CCCC1)NCCc1ccccc1,?,-4%,15µM*

(continued)
mol,DT40 TDP1 no CPT,GCN5L2 inh,DT40 TDP1 CPT
CCNc1c(NCC)c(=O)c1=O,-12%,-3%,-2%
COc1cccc(OCCSc2nc(N)cc(N)n2)c1,21µM*,-2%,?
O=C(NC1CCCCC1)n1c(=O)oc2cc(S(=O)(=O)N3CCCCC3)ccc21,-4%,-1%,-27%
CC1CC(C)(C)CC2(C1)NC(=O)N(CC(=O)N1CCN(S(=O)(=O)c3cccs3)CC1)C2=O (stereo not given),?,-6%,?
CC(=O)N1CCCN(C(=O)c2ccc3nc(Cc4cccc(Cl)c4)oc3c2)CC1,?,-4%,?
O=C(Nc1ccncc1)c1ccc(Br)cc1,5.2µM*,-16%,?
COc1ccccc1NS(=O)(=O)c1cc(NC(=O)c2ccccc2C)ccc1N1CCOCC1,?,nt,?
COc1ccc(C(=O)NC(C(=O)NCC2(N3CCCCC3)CCCCC2)C(C)C)cc1 (stereo not given),-4%,-3%,2%
CCc1nonc1NC(=O)c1oc2ccc(F)cc2c1C,-15%&-17%,-2%&-1%,1%&-10%
CCc1cc(CN2CCOCC2)c(NC(=O)c2ccccc2)s1,?,-3%,-21%
O=C(CC(NS(=O)(=O)c1ccc(Cl)cc1)c1ccco1)NC1CCCC1 (stereo not given),-3%,3%,-10%
Cc1nnc(Nc2ccccn2)c2ccccc12,-22%,-3%,-15%
NC(=O)c1ccc(-c2nnn(CC(=O)Nc3cccc(S(=O)(=O)N4CCCC4)c3)n2)cc1,-22%,1%,-9%
O=C(N/N=C\c1cccc(Br)c1)c1ccccc1-n1cccc1,-14%,-4%,?
O=C(Nc1nccs1)c1ccc2sc([C@H]3C[C@H](O)[C@@H](CO)O3)nc2c1,?,nt,-28%
CCc1c(C)sc(NC(=S)N2CCN(CC)CC2)c1C(=O)OC,?,-2%,?
O=C(COc1ccc(Cl)cc1)Nc1cc2c3c(c1)CC(=O)N3CCC2,21µM*,1%,21µM*
CC(C)c1ccc(NC(=O)CSC2=Nc3ccccc3C3=NC(CCC(=O)NCc4ccco4)C(=O)N23)cc1 (stereo not given),-4%,0%,-15%
CC1(C)Cc2ccccc2-c2nnc(SCc3ccc(C#N)cc3)n21,-28%,-1%,?
COC(=O)c1nn(-c2ccccc2)c(Cl)c1/C=N/OCc1ccc(C)cc1,?,-9%,-14%

smiles	DT40 TDP1 no CPT	GCN5L2 inh	DT40 TDP1 CPT
Cc1cc([N+](=O)[O-])ccc1NC(=O)c1cc2ccccc2o1	-16%	-8%	1%
COc1cc(C(=O)OCCCN2CCOCC2)ccc1O	1%	1%	26%
Cc1ccc(CN2C(=O)CCC2C(=O)NCc2cccnc2)cc1 (stereo not given)	3%	-6%	-15%
COc1ccc(C(=O)CSc2nnc(CN3CCCCC3)n2-c2ccc(F)cc2)cc1OC	?	-1%	-15%
Cc1nnc(SCC(=O)NC2CCCc3c2cnn3-c2ccccc2F)o1 (stereo not given)	19%	-7%	-6%
CCN(CCCn1c(=S)[nH]c2ccc(N3CCOCC3)cc2c1=O)c1ccccc1	21µM*	-8%	12µM*
C=CCCC(=O)NC1CCCc2c1cnn2-c1ccccc1F (stereo not given)	-7%	2%	-14%
Cc1cnnc2ccccc12	-5%	nt	2%
O=C(NN1C(=O)C2C(C1=O)C1C=CC2C12CC2)c1ccccc1Cl (stereo not given)	-13%	?	-8%
NC(=O)c1nsc(C(=O)N(Cc2cccnc2)C(C(=O)NCc2ccc(F)cc2)c2ccc(O)cc2)c1N (stereo not given)	-21%	-6%	2%
COC(=O)c1ccc(NC(=O)C(=O)c2cn(CC(=O)N3CCOCC3)c3ccccc23)cc1	-17%	-20%	0%
COc1ccc(N(C)S(=O)(=O)c2cccc(C(=O)OCC(=O)NCc3ccccc3OC)c2)cc1	?	4%	-20%
COc1ccc(OC)c(S(=O)(=O)N2CCCC(C(=O)NCc3cccnc3)C2)c1 (stereo not given)	-5%	2%	11%
CCOC(=O)N1CCN(CC(=O)Nc2cc(OC)c(OC)cc2C#N)CC1	-23%	-12%	1%
CC(C)(C)c1ccc(C(=O)N/N=C2\C3CN4CCN(C3)CC2(c2ccccc2)C4)cc1	?	-5%	?
CCSc1nc(O)c(C(c2cccc(OC)c2)c2c(O)nc(SCC)[nH]c2=O)c(=O)[nH]1	-1%	2%	13%
CN(C(=O)C12CC3CC(CC(C3)C1)C2)C1CCS(=O)(=O)C1 (stereo not given)	-2%	-3%	-1%
COc1ccc2cc(CN(CC3COCCO3)S(=O)(=O)c3ccccc3)c(=O)[nH]c2c1 (stereo not given)	-28%	2%	-15%
O=S(=O)(CCCc1ccccc1)c1ncn[nH]1	-29%	-1%	-14%
CC(C)CN(CC(C)C)C(=O)CN1c2cccc3cccc(c23)S1(=O)=O	6%	-6%	?
CCOCCCNC(=O)c1ccc(NC(C)=O)cc1	-24%	0%	0%
Cc1cc2ccccc2c(=O)n1CC(=O)Nc1ccc2c(c1)OCCO2	-19%	-3%	-7%
N#CC1=C(N)Oc2c(ccc3ccccc23)C1c1cccs1 (stereo not given)	0.63µM*	-21%	0.56µM*
CCS(=O)(=O)Nc1cc(C(=O)N2CCCN(C=O)CC2)c2c(c1)nc(-c1ccccc1)n2C	-4%	nt	4%
CCCCNC(=O)c1ccccc1C(=O)NC1(C(=O)NCCCC)CCCC1	-10%	nt	-13%
COc1ccc(-c2cc(C#N)nc(N3CCN(c4ccccc4)CC3)n2)cc1	-28%	-17%	-8%
COc1ccc(NC(=O)Cn2c(=O)c3ccccc3n3nncc23)cc1Cl	-9%	-7%	16%
COc1ccc(C(=O)N/N=C/c2ccc(SC)cc2)cc1	-18%	-6%	-14%
COc1ccc(Nc2nnc(SCC(=O)c3cc(C)n(CC4CCCO4)c3C)s2)cc1 (stereo not given)	?	-3%	18µM*
COc1ccc(-c2csc(N(C)C(=O)c3ccco3)n2)cc1	-30%	-27%	-9%

Given with each value named: entries from further up
CS(=O)(=O)N1CCN(C(=O)Cc2ccccc2)CC1
  DT40 TDP1 no CPT: -5%; GCN5L2 inh: 1%; DT40 TDP1 CPT: -5%
O=C1C2CC=CCC2C(=O)N1n1cnnc1 (stereo not given)
  DT40 TDP1 no CPT: 9%; GCN5L2 inh: -3%; DT40 TDP1 CPT: 2%

The listing picks up with the 2 entries that preceded the break.
smiles	DT40 TDP1 no CPT	GCN5L2 inh	DT40 TDP1 CPT
COc1ccc(Nc2nnc(SCC(=O)c3cc(C)n(CC4CCCO4)c3C)s2)cc1 (stereo not given)	?	-3%	18µM*
COc1ccc(-c2csc(N(C)C(=O)c3ccco3)n2)cc1	-30%	-27%	-9%
CC(=O)c1cccc(N(CC(=O)NC2CCCCC2)C(=O)c2csnn2)c1	-1%	0%	6%
C/C(=N\NS(=O)(=O)c1ccc(Cl)c([N+](=O)[O-])c1)c1ccc(C)o1	-5%	-6%	-6%
Cc1nc2ccccc2c2oc(C(=O)NCCCN3CCCC3=O)cc12	?	1%	?
CCN(CC)CCNc1ncnc2c1sc1nc(N3CCOCC3)c3c(c12)CCCC3	?	-11%	?

Bioassay records: PubChem, National Center for Advancing Translational Sciences (NCATS)
